Compound activity deposited in PubChem BioAssay by National Center for Advancing Translational Sciences (NCATS).
TrxR1 inh = blocks rat thioredoxin reductase 1. Potency, µM (top dose mostly 114 µM), for the others: top-dose activity change, negative = inhibition, hits mostly inhibitors. recombinant rTrxR1, NADPH fluorescence consumption, selenite substrate. AID 588453. O89049. 1% of 390,000 active; further: on the % scale 0 is the no-effect control and ±100 the full control effect; nearly all actives have a fitted effect of over 65% in size
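Rat TrxR1 (90 nM in the dispensed reagent) was pre-reduced with 400 uM NADPH for 5 min at room temperature, then incubated with compound for 15 min. After 400 uM selenite was added, NADPH fluorescence (Ex 340/Em 450 nm) was followed for 8 min.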
ERG-DNA inh = blocks human ERG Ets domain binding to DNA | P11308 | fluorescence polarization, His-ERG Ets domain / labelled DNA | AID 624246 | Potency, µM (doses to about 76.9 µM), without a hit: at the top dose FP activity, negative = inhibition, most hits filed as inhibitors | 0.028% of 370,000 active; active means well fitted inhibition curve with a large enough effect in the polarisation, with a control signal flat; inconclusive means small, poorly fitted or top-dose-only effect, or effect the other way, or a change in a side signal; inactive means no such curve, though single readings can be large or run the other way; the % refers to the polarisation;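 further: polarization taken with two DNA probes labelled with fluorescein and Texas red; % of control where 0% means no effect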
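His-tagged ERG Ets domain (1 uM in the protein solution; 300mM KCl, 50mM Tris-HCl, 1mM EDTA, 1mM DTT, pH 7.5) received compound, then a probe mix of 5 nM fluorescein-DNA and 100nM Texas-615-DNA. Fluorescence polarization was read for both dyes.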
ALOX12 inh = blocks human arachidonate 12S-lipoxygenase; P18054; purified 12hLO, xylenol orange hydroperoxide absorbance; Potency, µM (titrated, usually from 108 µM), without a hit: top-dose activity change, negative = inhibition, actives largely listed as inhibitors; 1.1% of 580,000 active; AID 1671190; further: on the % scale 0 is the no-effect control and ±100 the full control effect
Target sequence (P18054 whole entry, looked up): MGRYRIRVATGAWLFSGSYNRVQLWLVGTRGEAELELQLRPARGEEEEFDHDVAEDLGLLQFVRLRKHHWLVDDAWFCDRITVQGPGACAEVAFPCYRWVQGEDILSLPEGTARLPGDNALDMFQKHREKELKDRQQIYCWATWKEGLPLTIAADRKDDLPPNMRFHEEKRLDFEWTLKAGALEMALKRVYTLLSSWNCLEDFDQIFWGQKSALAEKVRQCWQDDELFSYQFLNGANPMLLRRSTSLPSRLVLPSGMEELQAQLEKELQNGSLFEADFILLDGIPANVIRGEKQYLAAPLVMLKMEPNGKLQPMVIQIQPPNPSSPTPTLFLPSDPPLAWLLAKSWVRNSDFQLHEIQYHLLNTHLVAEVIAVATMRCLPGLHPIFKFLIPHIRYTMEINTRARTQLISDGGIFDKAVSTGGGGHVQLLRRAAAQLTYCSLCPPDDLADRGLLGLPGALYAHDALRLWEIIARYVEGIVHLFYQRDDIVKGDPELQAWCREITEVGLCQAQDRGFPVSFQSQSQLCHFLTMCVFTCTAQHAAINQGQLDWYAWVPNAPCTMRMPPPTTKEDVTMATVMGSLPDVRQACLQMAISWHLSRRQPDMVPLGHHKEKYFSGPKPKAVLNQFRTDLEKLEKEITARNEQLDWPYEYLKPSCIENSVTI
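Purified human 12hLO (150 nM final) in 25 mM Hepes, 0.01% Triton X-100, pH 7.0 was preincubated 15 min at room temperature with compound. Then 40 uM arachidonic acid was added, 30 min. Hydroperoxide was read by Fe-XO absorbance ratio 573/405 nm.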
HP1b chromo inh = blocks HP1-beta chromodomain binding to methylated histone tails | P83916 | AlphaScreen HP1-beta / biotin-H3K9me3 peptide binding | Potency, µM (top dose mostly 114 µM), without a hit: at the highest dose activity change, negative = inhibition, usual class: inhibitors | 0.56% of 390,000 active | AID 540317; further: nearly all actives have a fitted effect of over 70% in size; inactives centre near 23
Target sequence (P83916 whole entry, looked up): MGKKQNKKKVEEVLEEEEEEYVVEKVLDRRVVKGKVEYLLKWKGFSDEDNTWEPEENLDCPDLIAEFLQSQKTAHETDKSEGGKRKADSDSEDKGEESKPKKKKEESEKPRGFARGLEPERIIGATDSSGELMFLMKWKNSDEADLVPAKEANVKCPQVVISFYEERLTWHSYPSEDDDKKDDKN
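Compound inhibition of the preformed complex between 50 nM HP1-beta and 50 nM biotinylated H3K9me3 peptide was read by AlphaScreen. Buffer was PBS pH 7.4 with 0.01% Tween-20. Incubations ran 30 min at room temperature, with 10 ug/mL donor/acceptor beads.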
RGS4 inh = inhibitors of human regulator of G protein signaling 4; Transcreener GDP fluorescence polarization, RGS4-accelerated GTP hydrolysis; P49798; Potency, µM (doses to about 114 µM), inactives show top-dose activity change, negative = inhibition, hits mostly inhibitors; 0.039% of 390,000 active; further: on the % scale 0 is the no-effect control and ±100 the full control effect; nearly all actives have a fitted effect of over 75% in size; some results filed as inactive show a strong effect at the top dose
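MLSMR compounds (23 nl, pin-transferred) preincubated 10 min at room temperature with a 500nM (2x) first reagent, then RGS4 at 900nM (2x) plus Transcreener GDP mix added; fluorescence polarization (620/688 nm) read before and after 90 min at 30 °C.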
Pin1 inhibitor = inhibitors of human Pin1; Potency, µM (titrated, usually from 115 µM), without a hit: top-dose activity, negative = inhibition, most hits filed as inhibitors; Pin1 FP peptide displacement, HiFluor488, 10 min; 0.009% of 390,000 active; Q13526; AID 504891; active means well fitted inhibition curve with a large enough effect in the polarisation, with a control signal flat, not every such curve was filed as active; inconclusive means small, poorly fitted or top-dose-only effect, or effect the other way, or a change in a side signal; inactive means no such curve, though single readings can be large or run the other way; the % refers to the polarisation; further: on the % scale 0 is the no-effect control and ±100 the full control effect
Tb PGK inh = blocks T. brucei phosphoglycerate kinase; P07378; PGK/GAPDH coupled, Kinase-Glo luminescence, 60 min; Potency, µM (titrated, usually from 57.5 µM), inactives show at the highest dose activity change, negative = inhibition, usual class: inhibitors; 0.043% of 380,000 active; AID 602233; further: on the % scale 0 is the no-effect control and ±100 the full control effect; nearly all actives have a fitted effect of over 60% in size
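Luminescent ATP detection (Kinase-Glo Plus) follows a 60-minute room-temperature incubation, with wells lacking PGK as controls. Buffer: 100 mM TEA (pH 7.6), 5 mM MgCl2, 0.01% Tween-20. Coupling enzyme GAPDH (100 nM final) supplies unstable 1,3-BPG in-well.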
JMJD2A Tudor = JMJD2A Tudor domain (human) inhibition. AlphaScreen JMJD2A-Tudor / H3K4me3 peptide binding. O75164. Potency, µM (highest dose often 114 µM), for inactives: top-dose activity change, negative = inhibition, most hits filed as inhibitors. AID 504339. 4.4% of 390,000 active; further: on the % scale 0 is the no-effect control and ±100 the full control effect; nearly all actives have a fitted effect of over 50% in size
GLS inh = inhibitors of human glutaminase (GLS); O94925; GLS enzymatic activity, qHTS titration; Potency, µM (doses to about 45.5 µM), without a hit: at the highest dose activity change, negative = inhibition, most hits filed as inhibitors; 0.21% of 410,000 active; further: on the % scale 0 is the no-effect control and ±100 the full control effect
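Human kidney-isoform GLS in 45 mM KH2PO4 pH 8.2, 0.02% Tween-20, with compound, started with 1mM L-Glutamine (added stock). Glutamate oxidase/HRP/Amplex red coupled fluorescence read at start and after 30 min at RT.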
Starred values were filed as active, the others as inactive; i = inactive; u = inconclusive; x = no result given; [ ] = another dose, or the depositor's remark. Unless noted, the call rests on the fitted dose curve; in most records, active means well fitted curve in the direction sought with a large enough effect; inconclusive means small, poorly fitted or top-dose-only effect, or another doubt; inactive means no such curve, though single readings can be large; an effect the other way counts as inactive or inconclusive. Potency means the concentration at half of the fitted maximal effect. These rows are one share of the data; rates above refer to the full screens.

SMILES	TrxR1 inh	ERG-DNA inh	ALOX12 inh	HP1b chromo inh	RGS4 inh	Pin1 inhibitor	Tb PGK inh	JMJD2A Tudor	GLS inh
CC(=O)N1CCc2cc(S(=O)(=O)CCC(=O)N(C)Cc3ccco3)ccc21	12%	11%	0%	28%	1%	-4%	-10%	-1%	-4%
COc1cccc(/C=N/NC(=O)c2cc3cc([N+](=O)[O-])ccc3s2)c1O	-23%	-10%	u	u	u	u	u	63µM*	-7%
O=C(NCc1ccccc1)NCC12CC3CC(CC(C3)C1)C2	13%	4%	0%	32%	21%	2%	6%	-4%	1%
COc1ccc(NC(=S)N2CCN(c3ncccn3)CC2)cc1	-18%	0%	-4%	35%	-3%	5%	2%	-17%	19%
CC(=O)Nc1ccc2c(c1)C(=O)N(C1CCCCC1)C2=O	33%[activator][57.1 µM]	7%	9%	26%	-14%	0%	-11%	4%	4%
CCN(CC(=O)NCc1cccs1)C(=O)c1ccc(S(=O)(=O)Nc2cccc(C)c2C)cc1	-12%	-16%	-8%	27%	-7%	3%	-6%	-13%	0%
O=S(=O)(Cc1ccccc1)Nc1ccccc1	12%	0%	u	29%	8%	-4%	9%	4%	-1%
CC(C)CC(=O)NC1(C(F)(F)F)C(=O)Nc2c1c(=O)[nH]c(=O)n2-c1ccccc1 (centres undefined)	8%	5%	32µM*	82%[activator]	2%	u	-5%	-1%	-5%
COc1cc(/C=C2\SC(=S)N(Nc3ncc(C(F)(F)F)cc3Cl)C2=O)ccc1O	-11%	x	x	u	u	80%[activator]	-10%	u	u
CC(=O)c1c(C)[nH]c(C(=O)CN(C)CC(=O)Nc2ccccc2Cl)c1C	2%[11.4 µM]	4%	0%	6%	11%	2%	i	-31%	-10%
O=C1NC(=O)N2CCSC2(Cc2ccccc2)N1 (centres undefined)	49%[57.1 µM]	5%	-23%	51%[activator]	u	0%	-1%	-11%	3%
CCCCCCOc1ccc(N2C(=O)CC(N3CCN(CCN=CC4C(=O)CC(C)(C)CC4=O)CC3)C2=O)cc1 (centres undefined)	7%[57.1 µM]	-7%	13%	11%	-12%	4%	-7%	-5%[11.4 µM]	2%
CCOc1ccc(NC(=S)Nc2cc(OC)c(Cl)cc2OC)cc1	-28%	x	40µM*	-22%	-34%	-3%	-1%	u	3%
O=C(c1noc2c1CCc1ccccc1-2)N1CCCc2ccccc21	0%	-2%	25%	50%[activator]	43%	4%	10%	27%	1%
CN1C2C=C3C(C#N)=C(N)C(C#N)(C#N)[C@H](c4c(F)cccc4F)[C@H]3C1CC2 (some centres undefined)	-25%	x	22%	30%[activator]	-28%	u	-10%	-22%	40%[activator]
Cc1nc2scc(-c3cccs3)c2c(=O)[nH]1	-3%	4%	-12%	-5%	-29%	-4%	-5%	-19%	-13%
CNC(=O)NC(=O)CSc1nnc(-c2ccco2)n1-c1ccccc1	10%	2%	0%	37%[activator]	8%	-1%	-4%	-1%	1%
O=C(Nc1ccc(-c2nc3ccccc3o2)c(O)c1)c1cc(-n2cnnc2)ccc1Cl	-4%	12%	-11%	40%[activator]	-20%	u	-2%	-20%	-1%
CC1=C(C(=O)N2CCOCC2)C(c2ccc(OC(F)F)cc2)NC(=S)N1c1ccccc1 (centres undefined)	18%[57.1 µM]	-12%	-22%	37%	4%	14%	-2%	-17%	-6%
Cc1cc(Cl)ccc1NS(=O)(=O)c1c(C(=O)N2CCC(C)CC2)c(C)n(C)c1C	6%[57.1 µM]	9%	-15%	4%	1%	-6%	i	-27%	6%
C/C(=N\NC(=O)C1CCCN(S(=O)(=O)c2ccccc2)C1)c1ccccn1 (centres undefined)	5%[57.1 µM]	-17%	2%	47%	-15%	-1%	0%	79µM*	-6%
COc1cc(CN(C2CC2)S(=O)(=O)c2ccccc2Br)cc(OC)c1	13%	-2%	20%	68%[activator]	29%	u	7%	24%	1%
COCCN1Cc2cccc(C(=O)Nc3cccc(-c4nc5ccccc5[nH]4)c3)c2C1=O	-4%	0%	-13%	9%	-2%	11%	9%	-21%	-4%
CCOc1cc(C2C(C(=O)OC)=C(C)NC3=C2C(=O)c2ccccc23)cc(Br)c1OCC (centres undefined)	-19%	0%	-12%	-26%	12%	3%	-8%	13µM*	36%[activator]
Cc1ccc(NC(=O)C2CCCN(C(=O)NCc3ccccc3)C2)c(C)c1 (centres undefined)	20%	-1%	8%	-11%	14%	0%	-6%	-9%	3%
CC[C@]12c3[nH]c4ccc(OC)cc4c3CCN1C(=O)C(CC(=O)NC(C)(C)C)C[C@@H]2C(=O)N1CCN(C(=O)c2ccco2)CC1 (some centres undefined)	8%	-3%	u	22%	6%	-3%	i	-14%	6%
COc1cccc(/C=C/C(=O)OCC(=O)N2CCCc3ccccc32)c1	-1%	-3%	2%	51%[activator]	-4%	14%	3%	22%	6%
O=C(Cn1ncc2c([nH]c3ccccc32)c1=O)NCCCN1CCN(c2ccc(F)cc2)CC1	17%	-2%	u	17%	-2%	5%	-5%	-10%	13%
C/C(Cn1nc([N+](=O)[O-])cc1C)=N\NC(=O)c1cccc(Br)c1	9%[57.1 µM]	-14%	u	10%	-19%	-5%	-6%	-23%	9%
O=S(=O)(c1ccccc1)N1CC=C(c2ccccc2)CC1	11%	2%	0%	58%[activator]	12%	15%	-5%	3%	9%
COc1cc(Cl)c(C)cc1NC(=O)c1cc(CN2CCOCC2)on1	10%[57.1 µM]	2%	7%	-20%	-4%	1%	-2%	-24%	0%
COc1ccc(C(=O)NCc2cc3ccccc3n2C)cc1	15%[57.1 µM]	-8%	i	19%	9%	4%	-3%	-19%	1%
COc1ccc(CCn2c(C)nc3c(c(=O)c4ccccc4n3C)c2=O)cc1	-3%	9%	u	25%	-20%	5%	-1%	-7%	0%
Cc1cc(C2C(=O)CC(=O)CC2c2ccccc2)on1 (centres undefined)	8%[57.1 µM]	9%	-42%	0%	-13%[11.4 µM]	3%	-5%	-10%[11.4 µM]	-4%
O=C(N/N=C/c1ccc(Br)cc1)c1ccc(NC(=O)c2ccccc2)cc1	31%	-1%	5%	22%	27%	7%	-8%	-16%	2%
CCOC(=O)c1[nH]c(=S)[nH]c1C	-6%[2.29 µM]	9%	-19%	5%[57 µM]	-28%	-1%	i	5µM*	10%

Ordered by molecular weight (smallest number first): part of the list above.
SMILES	TrxR1 inh	ERG-DNA inh	ALOX12 inh	HP1b chromo inh	RGS4 inh	Pin1 inhibitor	Tb PGK inh	JMJD2A Tudor	GLS inh
O=S(=O)(c1ccccc1)N1CC=C(c2ccccc2)CC1	11%	2%	0%	58%[activator]	12%	15%	-5%	3%	9%
COc1cccc(/C=C/C(=O)OCC(=O)N2CCCc3ccccc32)c1	-1%	-3%	2%	51%[activator]	-4%	14%	3%	22%	6%
COc1cc(Cl)c(C)cc1NC(=O)c1cc(CN2CCOCC2)on1	10%[57.1 µM]	2%	7%	-20%	-4%	1%	-2%	-24%	0%
O=C(N/N=C/c1ccc(Br)cc1)c1ccc(NC(=O)c2ccccc2)cc1	31%	-1%	5%	22%	27%	7%	-8%	-16%	2%

Whole records from above. Screens in order: TrxR1 inh, ERG-DNA inh, ALOX12 inh, HP1b chromo inh, RGS4 inh, Pin1 inhibitor, Tb PGK inh, JMJD2A Tudor, GLS inh
`C/C(=N\NC(=O)C1CCCN(S(=O)(=O)c2ccccc2)C1)c1ccccn1` (centres undefined) as listed: 5%[57.1 µM], -17%, 2%, 47%, -15%, -1%, 0%, 79µM*, -6%
`O=S(=O)(c1ccccc1)N1CC=C(c2ccccc2)CC1` as listed: 11%, 2%, 0%, 58%[activator], 12%, 15%, -5%, 3%, 9%
`O=C(Cn1ncc2c([nH]c3ccccc32)c1=O)NCCCN1CCN(c2ccc(F)cc2)CC1` as listed: 17%, -2%, u, 17%, -2%, 5%, -5%, -10%, 13%
`COc1cc(CN(C2CC2)S(=O)(=O)c2ccccc2Br)cc(OC)c1` as listed: 13%, -2%, 20%, 68%[activator], 29%, u, 7%, 24%, 1%
